High-throughput results from PubChem BioAssay.
Mm-Cpn inhibitor: blocks the Methanococcus maripaludis chaperonin Mm-Cpn | Potency, µM (series often up to 76.9 µM), inactives show at the highest dose activity, negative = inhibition, most hits filed as inhibitors | AID 504842 | 330,000 compounds, 0.031% hits | purified Mm-Cpn ATPase, ADP Transcreener TR-FRET; note: potency is the fitted concentration of half-maximal effect; % is set by controls: 0 for no effect and ±100 for the full control effect; nearly all actives have a fitted effect of over 80% in size
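ATPase read-out: TR-FRET ADP immunoassay (anti-ADP Eu cryptate vs ADP-d2), ex 320 nm, em 590/665 nm; signal drops as ADP forms. Enzyme 25 nM, ATP 10 uM, 30 min at 37°C after 10 min compound preincubation.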
PTHR1 ag: PTHR1 (human) receptor agonism. Q03431. HEK293 GP2 PTHR1 cells, GloSensor cAMP luminescence, 1 h. Potency, µM (series often up to 115 µM), for inactives: top-dose activation, usual class: activators. 410,000 compounds, 0.075% hits. AID 743266; note: potency is the fitted concentration of half-maximal effect; nearly all actives have a fitted effect of over 55% in size; some results filed as inactive show a strong effect at the top dose; inactives centre near -15; many of its hits are not listed in these tables
Target sequence (Q03431 whole entry, looked up): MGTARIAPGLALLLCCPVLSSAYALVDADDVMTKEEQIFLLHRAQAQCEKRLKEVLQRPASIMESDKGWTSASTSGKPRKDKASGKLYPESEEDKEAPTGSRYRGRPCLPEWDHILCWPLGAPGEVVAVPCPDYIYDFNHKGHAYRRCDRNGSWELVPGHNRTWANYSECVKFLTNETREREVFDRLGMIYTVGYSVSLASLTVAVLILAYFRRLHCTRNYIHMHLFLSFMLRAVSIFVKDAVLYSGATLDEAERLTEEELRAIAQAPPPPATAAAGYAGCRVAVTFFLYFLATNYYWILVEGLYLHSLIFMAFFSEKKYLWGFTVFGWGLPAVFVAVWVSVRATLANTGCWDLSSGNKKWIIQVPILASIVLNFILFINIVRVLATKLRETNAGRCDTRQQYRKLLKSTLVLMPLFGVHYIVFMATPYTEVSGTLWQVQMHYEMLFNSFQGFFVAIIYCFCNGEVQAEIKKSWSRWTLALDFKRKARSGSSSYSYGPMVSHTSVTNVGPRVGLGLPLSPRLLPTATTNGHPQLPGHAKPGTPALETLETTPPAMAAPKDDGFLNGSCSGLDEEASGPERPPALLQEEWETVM
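HEK-293-derived GP2 cells expressing PTHR1 and a GloSensor cAMP reporter, 3,000/well, plated overnight, given luciferin plus IBMX (each 0.5 mM as added) for 1 h at 37 °C, then compound for 1 h at 37 °C. Luminescence was read after 15 min at room temperature.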
EPAC2 antag: EPAC2 (human) antagonism | Q8WZA2 | Potency, µM (highest dose often 114 µM), inactives show at the highest dose activity, negative = inhibition, usual class: inhibitors | 360,000 compounds, 0.18% hits | EPAC2 GEF exchange of Rap1B-BODIPY-GDP, fluorescence; note: potency is the fitted concentration of half-maximal effect; % is set by controls: 0 for no effect and ±100 for the full control effect; nearly all actives have a fitted effect of over 45% in size; many of its hits are not listed in these tables
CCT chaperon mod: changes cytosolic chaperonin activity. purified chaperonin ATPase assay, HTRF ADP detection, 30 min. activity change, % (no concentration beside the values), hits read low. 360,000 compounds, 0.3% hits. AID 651819; in the data active = activity change below about -30%; note: % is set by controls: 0 for no effect and ±100 for the full control effect
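We incubate TRiC, 40 or 20 nM final, with library compounds at 76 uM and 10 uM ATP for 30 min at 37 °C. ADP formed is detected with Transcreener HTRF reagents after 30 min at room temperature.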
Akt phos inh: inhibitors of Akt phosphorylation | Neuro2A IGF-stimulated pAkt S473 HTRF, 20 min; active compounds read low | activity change, % for hits at 50 µM | 360,000 compounds, 0.32% hits | AID 651550; in the data active = activity change below about -80%; inconclusive = mostly about -51% to -80%; note: % is set by controls: 0 for no effect and ±100 for the full control effect
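Neuro2A cells (4,500/well, DMEM with 0.5% FBS) were treated with compound at a single 50 µM final concentration, stimulated with 6 nM IGF for 20 min at 37 °C, and lysed. Phospho-Akt Ser473 was read by HTRF as 665/615 ratio ×10^4.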
EPAC2 agonist: activates human EPAC2 exchange factor | EPAC2 activation, biochemical qHTS; response scale: 100% = 6.5 mM cAMP response | Potency, µM (top dose mostly 154 µM), inactives show at the top dose activation, usual class: activators | 360,000 compounds, 0.079% hits; note: potency is the fitted concentration of half-maximal effect; nearly all actives have a fitted effect of over 50% in size
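Compounds were titrated in qHTS against a Rap1B-BODIPY-GDP (250 nM) complex with EPAC2 (100 nM) and GDP (50 uM). BODIPY-GDP release tracked at 480/540 nm over 30 min at room temperature, normalized to 6.5 mM cAMP.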
D3 ag: activates the human D3 dopamine receptor; P35462; D3R DiscoveRx beta-arrestin cells, luminescence, 90 min; max activation, %; 410,000 compounds, 0.58% hits; AID 652048; in the data active = max activation above about 30%; note: 0% is about no effect; mostly tested at two doses, the higher about 12 µM
Target sequence (P35462 whole entry, looked up): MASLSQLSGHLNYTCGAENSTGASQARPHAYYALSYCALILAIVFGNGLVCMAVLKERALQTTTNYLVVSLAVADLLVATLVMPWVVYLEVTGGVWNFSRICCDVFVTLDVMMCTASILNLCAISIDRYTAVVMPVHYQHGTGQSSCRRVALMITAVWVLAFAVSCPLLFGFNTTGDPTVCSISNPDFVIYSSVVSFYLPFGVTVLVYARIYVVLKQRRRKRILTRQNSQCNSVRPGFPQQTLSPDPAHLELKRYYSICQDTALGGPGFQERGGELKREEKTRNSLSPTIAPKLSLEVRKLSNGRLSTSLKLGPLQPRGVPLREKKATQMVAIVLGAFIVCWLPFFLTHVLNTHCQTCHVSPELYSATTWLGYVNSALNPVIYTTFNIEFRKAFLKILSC
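Cells at 1500/well, incubated overnight, then treated with pinned compounds (dopamine as control) for 90 min at 37 degrees C. DiscoveRx reagent added for 30 - 60 minutes at room temperature; luminescence read.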
D3 antag: antagonists of human D3 dopamine receptor. max response, negative = inhibition, %. P35462. 360,000 compounds, 2.5% hits. D3R cells, DiscoveRx beta-arrestin luminescence, antagonist mode; active compounds read low; in the data active = max response below about -50%; inconclusive = no clear call, values can overlap the other calls; note: % is set by controls: 0 for no effect and ±100 for the full control effect; mostly tested at two doses, the higher about 12 µM
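Cells plated overnight at 1500 cells/well, then exposed to library compounds with dopamine controls for 90 minutes at 37 degrees C. DiscoveRx reagent added for 30–60 minutes at room temperature; luminescence read, quantitative HTS format.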
An asterisk follows results filed as active; i = inactive; ? = inconclusive; · = no result given; & = joins results of further samples; [ ] = remark or other dose. Unless noted, calls come from the whole dose curve; as a rule, active = well fitted curve in the direction sought with a large enough effect; inconclusive = small, poorly fitted or top-dose-only effect, or another doubt; inactive = no such curve, though single readings can be large; an effect the other way counts as inactive or inconclusive.

Order of results: Mm-Cpn inhibitor	PTHR1 ag	EPAC2 antag	CCT chaperon mod	Akt phos inh	EPAC2 agonist	D3 ag	D3 antag
COc1ccnc(Oc2ccccc2)n1
    1%	-5%	1%	-3.6	i	16%	-14	12
O=C(Cc1csc(-c2ccccc2)n1)Nc1ccc(C(F)(F)F)cc1
    -13%	-80%[inhibitor]	-13%	-1.3	i	9%	-1	-56*
Cc1ccc2c(c1)C(=O)CC(O)(C(F)(F)F)O2 (centres undefined)
    -2%	-11%	11%	0.1	i	8%	-1	-5
CC(=O)Nc1ccc(N=Cc2nc(-c3ccc(C)cc3)oc2O)cc1
    -3%	-31%	10%	-2.0	i	0%	-4	1
COc1cccc(CNCc2ccc3c(c2)OCO3)c1
    0%	i	8%	-1.2	i	4%	-20	-19
C#CC(c1ccccc1)(c1ccccc1)n1ccnc1
    ·	i	?	-0.4	i	6%	9	8
Cc1ccc(Oc2ccc(NC(=O)CCC(=O)OCC(=O)c3cccs3)cc2)cc1C
    -3%	-1%	0%	-8.5	i	6%	2	-6
CCc1ccc(/C=c2\s/c(=C\C(=O)C(C)(C)C)[nH]c2=O)cc1
    1%	i	-5%	1.2	i	1%	-6	27
Cn1c(=O)oc2cc(S(=O)(=O)Nc3ccc(C(=O)O)cc3)ccc21
    ·	28%&-19%	-2%	0.1	i	-6%	11&-2	5
CN(CC(=O)NCCc1ccc(S(N)(=O)=O)cc1)c1ccccc1
    -3%	i	0%	-4.0	i	16%	-4	-6
CCCCNC(=O)c1nc(-c2cccnc2)oc1-c1ccc(OC(F)(F)F)cc1
    ·	-1%	-12%	·	i	-4%	-5	-4
Cc1cc(C(=O)CN2c3cccc4cccc(c34)S2(=O)=O)c(C)n1C
    0%	-39%[inhibitor]	0%	-1.1	i	12%	-8	-10
CC(=O)CCc1ccccc1
    1%	i	6%	1.3	i	7%	12	-4
CC(=O)c1ccc(NC(=O)CCc2nc3sc4c(c3c(=O)[nH]2)CCCC4)cc1
    -2%	-9%	2%	2.2	i	-2%	-4	5
O=C(Nc1ccc2c(c1)OCO2)C1CC(=O)N(c2ccc3c(c2)OCCO3)C1 (centres undefined)
    1%	-24%	1%	-4.9	i	-1%	3	-3
COc1cc(-c2cc(OC)c3c(C)oc(C)c3c(=O)c2)ccc1O
    -1%	9%[57.5 µM]	-3%	0.9	i	19%	-8	6
O=C1c2ccccc2C(Nc2ccc(Cl)cn2)N1Cc1ccccc1 (centres undefined)
    0%	-46%[inhibitor]	?	-1.0	i	20%	6	-9
Cn1cc(-c2coc3c(C(=O)Nc4ccccc4)cccc23)cn1
    ·	-54%[inhibitor]	-3%	-0.6	i	5%	7	41
CC1CCC2(CC1)NC(=O)N(CC(=O)c1ccc(Cl)s1)C2=O (centres undefined)
    -10%	i	1%	1.7	i	6%	-6	0
CCCCNC(=O)NS(=O)(=O)c1cnccc1Sc1ccc(Cl)cc1
    2%	i	-4%	0.0	i	15%	8	20
CCOc1cc(/C=N/Nc2nnc(C)n2N)ccc1O
    -1%	-9%	8%	-1.2	i	7%	-7	-4
Cc1cccc(NC(=S)NC(C)C(c2cccs2)N2CCN(C)CC2)c1C (centres undefined)
    -2%	i	5%	0.2	i	5%	-16	?
O=C(c1cccc(Cl)c1)N1CCC2(CC1)NCCc1[nH]cnc12
    0%	i	-2%	-0.4	·	6%	8	11
c1ccc(Cn2c(NCc3ccccn3)nc3ccccc32)cc1
    -3%	i	-1%	-2.1	i	2%	5	10
CN1CCN(C(=O)C2CCCN(S(=O)(=O)c3ccc(Br)cc3)C2)CC1 (centres undefined)
    -2%	-10%	7%	-2.9	i	14%	-11	-27
Cc1ccccc1NC(=O)Cc1nnc(SCC(=O)Nc2ccccc2)n1C
    2%	2%	1%	-0.5	i	2%	0	17
Cc1cc(C)c(NC(=O)Cn2nnc(C(=O)Nc3ccc(F)cc3F)c2N)c(C)c1
    -1%	-56%&0%[inhibitor]	-4%	1.6	i	-6%	4&-1	20
CC(=O)Nc1ccc(C=Cc2ccc([N+](=O)[O-])cc2)cc1
    ·	-17%	-2%	1.2	i	-7%	-2	-1
CC(=O)Nc1ccc(NC(=O)CSc2nnc(CNc3ccc(F)cc3)n2CC2CCCO2)cc1 (centres undefined)
    2%	i	-5%	-0.1	i	-5%	1	2
CNC(=O)CSc1nc(N)c2c3c(sc2n1)CCC3
    0%	-15%[57.5 µM]	12%	-0.1	·	2%	-7	13
CCOC1CCCc2oc(-c3ccsc3)c(-c3cnc(OC)nc3)c21 (centres undefined)
    ·	10%	-15%	-12	i	20%	-8	-13
CC[C@]12c3[nH]c4cc(CCC(=O)N(C)C)ccc4c3CCN1C(=O)[C@@H](CC(=O)NCC13CC4CC(CC(C4)C1)C3)C[C@@H]2C(=O)N1CCN(C(=O)c2ccco2)CC1
    3%	i	-4%	0.7	i	-12%	0	0
CCC(C(=O)NC1CCCCC1)n1c(SCc2cccc(F)c2)nc2ccncc21 (centres undefined)
    0%	-44%&-92%[inhibitor]	1%	-0.1	i	-6%	-17&-6	5
C=CCSc1nnc(-c2cnn(-c3ccccc3)c2-n2cccc2)n1C
    -2%	i	-3%	0.2	i	1%	-6	8
O=C(COc1ccccc1)Nc1cccc(-c2nn[nH]n2)c1
    -2%	-16%	4%	1.3	i	-2%	2	14
CCOc1ccccc1NC(=O)C(=O)NCC1CCCN1CC (centres undefined)
    -1%	i	6%	1.2	i	5%	-15	3
Cc1cc(C(=O)OCC(=O)NC(C)c2ccc(F)cc2)c(C)o1 (centres undefined)
    2%	-16%	18%	-1.3	i	-1%	1	-12
COc1ccccc1NC(=O)Nc1cccc(NC(C)=O)c1
    1%	-31%[inhibitor]	7%	-0.1	i	1%	-4	-9
COc1ccc(-c2cc(=O)n(CCC#N)[nH]2)cc1
    -4%	1%	24%	1.5	i	10%	-4	?
COc1ccc(OC)c(S(=O)(=O)Nc2ccc3oc4c(c3c2)C(=O)CCC4)c1
    -1%	-13%[57.5 µM]	-1%[57.1 µM]	-0.2	i	0%	11	19
CC(C)(C)c1ccc(C(=O)NCc2nnc(SCC(=O)NCc3ccco3)o2)cc1
    4%	i	27%	-0.9	i	0%	1	-5
CC(C)N(C)CCOC(=O)c1ccccc1Cl
    -4%	-6%	9%	1.0	i	0%	-8	4
COc1ccc(C(CC(=O)O)NS(=O)(=O)c2ccc3c(c2)N(C(C)=O)CC(C)O3)cc1 (centres undefined)
    -1%	i	3%	-1.4	i	9%	4	-12
Cc1ccccc1NC(=O)N1CCc2ccccc2C1
    -3%	i	-2%	-1.3	i	4%	14	-14
CCN1C(=O)C2(C(C#N)=C(N)Oc3n[nH]c(C(C)C)c32)c2ccccc21 (centres undefined)
    1%	i	-1%	0.7	i	5%	-6	18
COc1ccc(/C=C2\SC(=S)N(CCC(=O)Nc3cccc(O)c3)C2=O)cc1OC
    1%	i	1%	0.8	i	10%	3	20
CC(C)Cc1nc(SCc2cccnc2)c2c(=O)n(C)c(=O)n(C)c2n1
    -6%	-66%[inhibitor]	?	-2.5	i	-1%	4	10
Cc1nc(C)c(C(=O)OCC(=O)Nc2cccc(C)c2C)s1
    2%	-8%	0%	0.2	i	-3%	2	-13
CCOC(=O)c1c(C)c[nH]c1C
    -2%	-3%	2%	1.0	i	7%	-12	-24
O=C1CN(C(=O)COc2ccccc2F)c2ccccc2N1
    2%	-15%	0%	2.2	i	-14%	-8	10
CCOC(CNC(=O)c1ccc2nc(N3CCC(C)CC3)sc2c1)OCC
    -2%	-14%	-1%	-1.2	i	-2%	3	22
CC/C(=N/NC(=O)CNc1ccc(Cl)cc1C)c1ccccc1
    0%	i	-2%	0.7	i	-10%	3	5
COc1ccc2[nH]c3c(=O)n(CCCC(=O)NC4CCC(C)CC4)c(=S)[nH]c3c2c1 (centres undefined)
    0%	i	-8%	-2.0	·	10%	-1	3
Cn1ccnc1SCC(=O)Nc1ccc2c(c1)COC2=O
    0%	-14%[57.5 µM]	0%	-8.8	i	10%	4	1
CCOC(=O)[C@]12CCCC=C1N(Cc1cccc3ccccc13)C(=O)[C@H](CC(=O)NCc1ccc(OC)c(OC)c1)C2
    ·	-56%[inhibitor]	-9%	1.6	i	10%	-6	0
CCOC(=O)C1=C(COC(=O)c2ccc(Cl)c(S(=O)(=O)N3CCOCC3)c2)NC(=O)NC1C (centres undefined)
    ·	-78%[inhibitor]	-12%	-1.8	i	12%	9	0
COC(=O)c1ccc(-c2ccc(CNCC(O)c3ccccc3)o2)cc1 (centres undefined)
    1%	i	-2%	-1.6	i	-7%	6	-8
Cc1ccc(COC(=O)NCc2cccnc2)cc1
    1%	i	8%	0.4	i	9%	1	-8
Cc1cccnc1N(C(=O)Nc1cccc(Cl)c1)C1=NCC(C)(C)S1
    -1%	i	12%	2.0	i	-3%	2	13
CCOc1ccc(CCNc2nc3ccc(C)cc3n3cnnc23)cc1OCC
    1%	-4%	1%	-0.6	i	-16%	13	40
CCOc1cc(C2C(C#N)=C(N)Oc3n[nH]c(CC)c32)ccc1OCCN1CCOCC1 (centres undefined)
    1%	-3%[57.5 µM]	1%	-3.1	i	3%	-6	?

A portion of the library (hit frequency here may not be typical).
